Screens deposited in PubChem BioAssay by several laboratories.
Fam108B inh: mouse Fam108B serine hydrolase inhibitors, primary screen, counter-screen for RBBP9 inhibitor project, biochemical, fluorescence polarization; hit rate 0.33% among 300,000; recombinant Fam108B, FP-Rh probe fluorescence polarization; inhibition, % at 9.51 µM;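 active = inhibition above the screen mean inhibition plus 3 SD, computed separately per campaign, cut at about 18% in these data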;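 also: inhibitors lower polarization as less probe binds the enzyme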
PAFAH1B2 inh: PAFAH1B2 enzyme inhibitors, primary screen, biochemical, fluorescence polarization, human. hit rate 1.2% among 340,000. AID 492953, 2010. inhibition, % at 3.39 µM. recombinant PAFAH1B2, FP-rhodamine activity probe. Platelet-activating factor acetylhydrolase IB subunit alpha2 (Homo sapiens), P68402;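 active = inhibition above the mean of all tested compounds plus 3 SD, cut at about 24% in these data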;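 also: 0% = enzyme with DMSO and 100% = wells lacking PAFAH1B2; many of its hits are not listed in these tables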
pPAFAH FP inh: pPAFAH enzyme inhibitors, primary screen, biochemical, fluorescence polarization, human; recombinant pPAFAH, FP-rhodamine probe fluorescence polarization; Platelet-activating factor acetylhydrolase (Homo sapiens), Q13093; hit rate 1.5% among 330,000; inhibition, % at 3.39 µM;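 active = inhibition above the mean inhibition across the screen plus 3 SD, cut at about 25% in these data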;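 also: inhibitors block binding of the rhodamine activity-based probe so polarization drops; 0% = enzyme with DMSO and 100% = wells lacking pPAFAH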
GLD-1 TGE inh: GLD-1/TGE RNA complex disruptors, primary screen, biochemical, fluorescence polarization | Female germline-specific tumor suppressor gld-1 (Caenorhabditis elegans), Q17339 | purified GLD-1 + fluorescein TGE RNA | inhibition, % at 5.96 µM | hit rate 0.44% among 320,000 | AID 2280, 2010;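 active = percent inhibition above a per-plate cutoff, the plate mean of test compounds plus 3 SD, cut at about 30% in these data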;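 also: 0% = DMSO wells with GLD-1 and probe and 100% = wells lacking GLD-1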
MCL1-BIM inh: inhibitors of MCL1 binding to BIM-BH3, primary screen, biochemical, fluorescence polarization. inhibition, % at 10.9 µM. hit rate 0.68% among 320,000. Induced myeloid leukemia cell differentiation protein Mcl-1 (Homo sapiens), Q07820. AID 2057, 2009. GST-MCL1 / FITC-Bim-BH3 fluorescence polarization;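 active = inhibition above the mean inhibition of all tested compounds plus 3 SD, set per campaign, cut at about 40% in these data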;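 also: 0% = DMSO wells and 100% = unlabeled Bim-BH3 peptide control; higher means more loss of mP so more displacement of Bim peptide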
AHR activator: AHR activators, primary screen, cell-based, luminescence, luciferase reporter, human. Aryl hydrocarbon receptor (Homo sapiens), P35869. AHR-responsive luciferase reporter cells. activation, % at 5 µM. hit rate 2.5% among 320,000. AID 2796, 2010; in the data active = activation above about 47%;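 also: 0% = vehicle wells and 100% = reference agonist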
Target sequence (P35869 whole entry, looked up): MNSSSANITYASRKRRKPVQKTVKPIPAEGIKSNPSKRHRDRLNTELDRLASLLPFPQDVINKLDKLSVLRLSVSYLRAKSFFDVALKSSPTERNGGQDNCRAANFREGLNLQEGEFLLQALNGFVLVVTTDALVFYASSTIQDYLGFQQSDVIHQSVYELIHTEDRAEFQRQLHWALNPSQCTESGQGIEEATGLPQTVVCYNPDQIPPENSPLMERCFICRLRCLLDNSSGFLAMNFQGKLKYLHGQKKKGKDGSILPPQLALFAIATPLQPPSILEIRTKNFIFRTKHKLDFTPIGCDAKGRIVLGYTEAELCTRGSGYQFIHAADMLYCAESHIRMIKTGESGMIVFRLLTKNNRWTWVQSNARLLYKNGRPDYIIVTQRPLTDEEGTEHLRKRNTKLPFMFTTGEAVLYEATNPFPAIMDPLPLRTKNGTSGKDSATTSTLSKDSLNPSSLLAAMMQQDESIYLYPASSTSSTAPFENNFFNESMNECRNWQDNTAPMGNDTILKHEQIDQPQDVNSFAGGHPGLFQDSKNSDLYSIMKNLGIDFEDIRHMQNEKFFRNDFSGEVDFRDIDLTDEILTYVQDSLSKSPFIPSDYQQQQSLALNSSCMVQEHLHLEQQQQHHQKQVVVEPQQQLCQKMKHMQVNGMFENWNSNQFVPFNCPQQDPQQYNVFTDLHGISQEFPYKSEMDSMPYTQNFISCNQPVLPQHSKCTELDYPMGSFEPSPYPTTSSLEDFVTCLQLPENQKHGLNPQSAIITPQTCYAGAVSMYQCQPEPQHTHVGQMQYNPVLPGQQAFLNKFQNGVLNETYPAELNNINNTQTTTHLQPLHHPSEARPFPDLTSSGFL
PME-1 primary: PME-1 inhibitors via competitive probe labeling, primary screen, biochemical, fluorescence polarization, FP-Rh probe, HTS; Protein phosphatase methylesterase 1 (Homo sapiens), Q9Y570; recombinant PME-1; inhibition, % at 5.9 µM; hit rate 0.53% among 320,000;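 active = inhibition above the campaign mean of all compounds plus 3 SD, cut at about 26% in these data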;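 also: competitive labeling of PME-1 active site by serine hydrolase directed probe; 0% = PME-1 with DMSO and 100% = wells lacking PME-1 enzyme; inhibitors block probe labeling so polarization falls and inhibition rises; many of its hits are not listed in these tables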
BCLXL inh: inhibitors of human Bcl-xL, primary screen, biochemical, fluorescence polarization, HTS. Bcl-2-like protein 1 (Homo sapiens), Q07817. GST-Bcl-xL / FITC-Bim BH3 peptide fluorescence polarization. inhibition, % at 10.9 µM. hit rate 0.7% among 320,000. AID 2129, 2009;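 active = inhibition above the mean of all tested compounds plus 3 SD, cutoff set per campaign, cut at about 30% in these data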;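 also: 0% = DMSO wells and 100% = unlabeled Bim-BH3 peptide competitor; inhibitors lower millipolarization by displacing the labeled peptide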
Target sequence (Q07817 whole entry, looked up): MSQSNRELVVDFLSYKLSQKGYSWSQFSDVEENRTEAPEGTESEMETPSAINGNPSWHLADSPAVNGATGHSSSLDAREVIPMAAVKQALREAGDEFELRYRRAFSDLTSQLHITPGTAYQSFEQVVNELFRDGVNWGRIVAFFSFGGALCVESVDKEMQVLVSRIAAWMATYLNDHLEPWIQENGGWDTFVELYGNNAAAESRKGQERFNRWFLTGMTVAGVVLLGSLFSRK
MEX-5 binding: MEX-5 zinc finger RNA-binding disruptors – biochemical, C. elegans, fluorescence polarization, MLPCN library, primary screen; activity score (negative = inhibition of binding), % at 10 µM; hit rate 0.38% among 300,000; Zinc finger protein mex-5 (Caenorhabditis elegans), Q9XUB2; MEX-5/FITC-TCR2 RNA binding; active compounds read low;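 active = inhibition past about -25% in most replicates, and total fluorescence under double the plate's negative control median, limit read from the data; inconclusive = replicates evenly split on the limit, or fluorescence at least double controls; inactive = too little inhibition in most replicates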;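 also: 0% = DMSO and -100% = 5 µM competing unlabeled TCR2 RNA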
Active calls of the source: *; ? = inconclusive; / = not tested or not shown; + = active, no number. A portion of the library, so the mix of outcomes need not match the whole.

SMILES	Fam108B inh	PAFAH1B2 inh	pPAFAH FP inh	GLD-1 TGE inh	MCL1-BIM inh	AHR activator	PME-1 primary	BCLXL inh	MEX-5 binding
CCC(CC)N1CCN(C(=O)Cc2ccccc2)CC1	-1	6	-1	8	6	1	-5	4	-0.3
C=CCN1C(=O)C2(C(C(=O)OCC)=C(N)Oc3ccccc32)c2c1c1ccccc1oc2=O (stereo not given)	-1	6	0	5	5	2	-1	7	0.1
Oc1c(Br)cc(Br)cc1Br	/	4	3	1	3	-1	5	-4	/
C=C1C(=O)O[C@H]2[C@H]1[C@H](OC(=O)CC(=O)O[C@@H]1C[C@@H](C)[C@@H]3C=CC(=O)[C@@]3(C)[C@H]3OC(=O)C(=C)[C@H]13)C[C@@H](C)[C@H]1C=CC(=O)[C@]12C	1	-6	5	10	2	-1	0	8	0.8
CC(N)C(=O)OC(C)(C)Cc1ccc(Cl)cc1 (stereo not given)	2	0	1	-1	-2	0	-3	5	/
Oc1ccc2c3c1OC1C(O)CC[C@@]4(O)[C@@H](C2)N(CC2CCC2)CC[C@]314 (stereo not given in full)	-3	/	4	8	3	-5	-3	-3	0.5
COC(=O)C1=C(c2ccc(S(C)(=O)=O)cc2)C[C@@H]2CC[C@H]1N2C(=O)NCCS(C)=O (stereo not given in full)	4	4	-3	6	-1	2	0	3	-2.3
O=c1[nH]c(=S)n(-c2ccc(Cl)cc2)c(O)c1C=Nc1ccc(N2CCOCC2)cc1	-2	0	43*	-21	+	2	2	166*	-41*
O=C(NC12CC3CC(CC(C3)C1)C2)OC1CN2CCC1CC2 (stereo not given)	-1	/	3	5	2	-2	-8	6	1.2
O=[N+]([O-])c1ccc(Cl)c(Cl)c1Cl	/	2	-2	2	-1	0	8	-2	/
CCOc1ccc(NC2=NCCCS2)cc1	3	0	-2	5	3	3	-1	3	0.8
CN1C(=O)C2C[C@@]3(Br)c4ccccc4N(OOSc4ccccc4)[C@H]3N2C(=O)[C@@H]1Cc1ccccc1 (stereo not given in full)	2	-6	-1	32*	-1	2	1	1	1.4
CCCCn1c(=O)c(C(=O)Nc2cccc(C)c2)c(O)c2ccccc21	1	2	2	5	-4	6	-11	-3	0.9
C=Cn1ccnc1P(=S)(c1nccn1C=C)c1nccn1C=C	0	-2	1	-1	5	3	2	5	3.1
O=[N+]([O-])c1ccc(N2CCNCC2)cc1NCc1ccco1	-2	4	-6	1	1	71*	-3	-1	1.7
O=P(C(c1c[nH]c2ccccc12)N1CCOCC1)(N1CCOCC1)N1CCOCC1 (stereo not given)	5	3	1	-2	1	12	2	4	1.6
O=C(O)CN1C(=O)CN=C(c2ccccn2)c2cc(Cl)ccc21	0	3	0	1	8	3	2	6	-1.8
O=C1NC(=O)C(CCc2ccccn2)(Cc2cccc(Cl)c2Cl)C(=O)N1c1ccc(Br)cc1 (stereo not given)	-3	3	3	2	1	-1	-8	1	-4.2
CCN(CC)c1ccc(N=Cc2c(O)n(Cc3ccco3)c(=O)[nH]c2=O)cc1	-2	3	46*	-2	-14	27	-2	7	/
CC(=NCc1ccco1)c1c(O)n(Cc2ccccc2)c(=O)[nH]c1=O	3	4	2	-15	-7	-2	4	-1	0.2
COC(=O)C1=C(c2ccc(C(C)=O)cc2)C[C@@H]2CC[C@H]1N2C(=O)N1CCC(O)CC1	/	-3	7	-5	4	1	-6	5	/
C=CCn1c(O)c(/C=N/NC(=O)CCCC)c(=O)[nH]c1=S	-1	1	6	2	8	5	-2	-4	-1.6
C=C(c1ccccc1)P(=O)(O)O	3	5	-2	3	-4	0	3	-1	-2.6
O=C1NC(=O)N(c2ccc3c(c2)OCO3)C(=O)/C1=C\c1ccsc1	-3	/	4	-3	-12	3	4	-13	3.2
O=c1[nH]c(=O)n(Cc2ccc(F)cc2)c(O)c1C=NCCCO	2	1	1	3	3	2	-2	7	-4.5
O=P(Oc1ccccc1)(Oc1ccccc1)C(O)c1ccccc1 (stereo not given)	2	2	3	12	-1	-1	46*	3	1.9
Cc1ccc(C2=NCC(=O)Nc3ccc(Br)cc32)cc1	-5	1	4	2	-1	-3	-1	7	-3.1
CCN1C(=O)NC(=O)/C(=C\c2cn(CC(=O)N3CCCCC3C)c3ccccc23)C1=O (stereo not given)	1	17	-2	-6	81*	6	-3	105*	?
CCN1CCN(c2cc(N3CCCC3)c([N+](=O)[O-])cc2F)CC1	-1	1	1	6	3	3	-4	6	-2.1
S=P(Nn1cnnc1)(c1ccccc1)c1ccccc1	4	3	-1	-2	7	0	-2	8	-2.6
O=c1[nH]c(=S)n(-c2ccccc2)c(O)c1C=NCc1ccccn1	0	/	3	0	1	-2	4	5	5.3
CCC(=O)N1c2ccc(S(=O)(=O)CCC(=O)N3CCC4(CC3)OCCO4)cc2CC1C (stereo not given)	3	4	-5	5	0	1	5	-2	1.6
C/C=C(\C)C(=O)N[C@@H](c1ccccc1)[C@@H](O)C(=O)O[C@H]1C[C@@]2(O)[C@@H](OC(=O)c3ccccc3)C3[C@](C)(C(=O)[C@H](OC(C)=O)C(=C1C)C2(C)C)[C@@H](O)C[C@H]1OC[C@@]31OC(C)=O (stereo not given in full)	-3	/	3	0	4	0	-2	2	-0.9
Cn1c(O)c(/C=N/NC(=O)c2ccncc2)c(=O)n(C)c1=S	-1	/	3	-7	-160	10	-9	-107	-0.4
COC(=O)C1=C(c2ccc(C(C)=O)cc2)C[C@@H]2CC[C@H]1N2C(=O)N1CCOCC1	/	-1	0	-5	1	-1	5	0	/
CCCCCCn1c(O)c(/C=N/N2CCCCCC2)c(=O)[nH]c1=O	9	4	1	-2	-1	-1	3	2	1.7
O=C1NC(=O)N(c2ccc3c(c2)OCO3)C(=O)/C1=C\c1ccc(N2CCCCC2)o1	1	0	1	-171	-242	1	2	-109	64
CN(C)c1ccc(NC(=O)CN2C(=O)CN=C(c3ccccc3)c3ccccc32)cc1	-2	-1	0	17	20	2	-3	22	-0.3
CN1C(=O)C(=Cc2ccccc2OCCOc2ccc([N+](=O)[O-])cc2)C(=O)N(C)C1=O	3	2	3	2	-5	0	1	-2	-0.8
O=C(Nc1cccc(C(F)(F)F)c1)c1cccn(Cc2ccc3c(c2)OC(F)(F)O3)c1=O	-14	-4	-9	0	6	1	-19	8	-1.2
Cc1ccc(-n2nc(C)c3c2NC(=O)CSC3c2ccc3c(c2)OCO3)cc1 (stereo not given)	2	2	15	-1	10	15	-3	2	1.7
COc1ccc(C(=O)C2CCCN(Cc3ccccn3)C2)c(OC)c1 (stereo not given)	-3	4	-1	-3	9	4	-2	3	-1.1
O=C(O)Cn1cc(C(=O)c2ccccc2F)c2ccccc21	3	1	1	14	11	0	-6	10	-1.3
CC(=NCCN1CCOCC1)c1c(O)n(C2CCCCC2)c(=O)[nH]c1=O	2	-2	2	-3	1	-6	5	4	0.8
COc1ccc(OCC(=O)N2CCN(C3CCC(c4ccccc4)CC3)CC2)cc1 (stereo not given)	5	4	7	1	1	-1	8	5	2.4
CC(C)(C)c1nc(NCc2ccc3c(c2)OCO3)c2nnn(Cc3ccccc3Cl)c2n1	2	2	-3	5	3	2	-1	1	-2.9
O=C(CSC1c2ccccc2-c2ccccc21)N/N=C/c1ccccc1O	-3	0	-1	-4	3	7	-6	4	-0.3
COc1ccc(C2=NCc3nnc(C)n3-c3ccc(Cl)cc32)cc1Cl	0	-1	-6	-3	-6	1	-4	-2	-3.6
O=C(c1ccc2c3c(cccc13)CC2)C1CCCN(Cc2ncc[nH]2)C1 (stereo not given)	4	9	-6	3	-4	7	-4	-1	3.9
COc1ccccc1-n1c(Cc2ccccc2)nc2ccccc2c1=O	-1	5	-2	-3	-1	4	-3	-1	-0.1
COc1ccc(CNC(=O)CCC(=O)N2C[C@H]3C[C@H](C2)c2cccc(=O)n2C3)cc1OC	4	-1	3	-3	2	-1	-5	4	2.3
CN(C)C(Cc1ccccc1)C(=O)c1ccccc1 (stereo not given)	4	-6	2	1	7	0	2	3	1.0
Cn1c2ccccc2c2c(C(=O)N3CCC4(CC3)OCCO4)cn(C3CCCCC3)c(=O)c21	5	4	10	9	2	2	1	5	1.4
COc1ccc(C2(c3cccc(O)c3OC)CCN(C(C)=O)CC2)cc1O	-3	1	18	5	0	1	-2	-2	0.8
CCn1c(=O)cc(SCC(=O)N2CCC3(CC2)OCCO3)c2ccccc21	6	2	4	-2	-1	22	1	6	0.7
CCC(C)n1c(O)c(C(c2ccccn2)c2c(O)n(C(C)CC)c(=S)[nH]c2=O)c(=O)[nH]c1=S (stereo not given)	-5	11	2	-1	15	1	1	6	-1.4
Oc1ccc2c3c1O[C@H]1c4[nH]c5ccccc5c4C[C@@]4(O)[C@@H](C2)N(CC2CC2)CC[C@]314	-1	-5	1	3	3	3	-1	2	/
CC(=O)c1ccc(OCC(=O)N2CCCC(N(C)Cc3ccccc3)C2)cc1 (stereo not given)	0	2	-1	10	11	-3	0	9	0.8
COC12C(COC(N)=O)C3=C(C(=O)C(C)=C(N)C3=O)N1CC1C2N1C (stereo not given)	0	-3	5	0	-1	-1	1	5	-0.5
O=C(N/N=C/c1c(O)n(Cc2ccccc2)c(=O)[nH]c1=O)c1ccncc1	-2	/	7	-4	27	10	-2	-8	-5.3
Next part
SMILES	Fam108B inh	PAFAH1B2 inh	pPAFAH FP inh	GLD-1 TGE inh	MCL1-BIM inh	AHR activator	PME-1 primary	BCLXL inh	MEX-5 binding
CN1C(=O)C(=Cc2cccnc2)C(=O)N(C)C1=O	6	7	3	-3	-3	-2	2	-1	3.4
COc1cccc(N2C(=O)NC(=O)/C(=C/c3ccc4c(c3)Cc3ccccc3-4)C2=O)c1	3	4	3	-4	2	-8	-3	1	-43*
CC(C)(C)C(=O)Cn1c(NCCCl)nc2ccccc21	-5	6	-2	-1	-4	1	-6	-3	0.2
Cc1ccc(C(=O)O)cc1N=Nc1c(O)[nH]c(=O)[nH]c1=O	0	7	2	9	0	0	5	3	-4.0
C[C@]12CCC3[C@@H](CCC4=CC(=O)CC[C@@]43C=O)C1CCC2=O (stereo not given in full)	-5	2	-8	3	-3	2	-6	-5	1.2
O=C(c1ccc(Cl)cc1)C12CN3CN(CN(C3)C1)C2	1	2	5	-7	0	0	5	2	0.3
CCCCn1c(NC(=O)c2ccc(Br)o2)c(C(=O)OCC)c2nc3ccccc3nc21	59*	38*	11	2	4	19	34*	8	-3.9
